Screening results from PubChem.
ANO1 activ: activators or potentiators of mouse TMEM16A chloride channel; B-score at 10 µM; AID 623877; 0.3% of 340,000 active; Q8BHY3; HEK293 TMEM16A/YFP-H148Q/I152L, iodide quench fluorescence; stronger effect = lower value;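 active = fluorescence-ratio B-score plate-corrected deviation score at least 3 library SD below zero, with starting fluorescence score within 5 deviations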;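 also: channel opened by trigger with iodide after compound preincubation; score built on the fluorescence ratio of max minus min over baseline; more negative score means more quench and so TMEM16A activation or potentiation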
RGS4 act: RGS4 potentiation or activation; 0.92% of 310,000 active; HEK293 M3R/inducible RGS4, carbachol calcium flux Fluo4; stronger effect = lower value; B-score at 10 µM; AID 463111;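 active = B-score of the integrated calcium signal more than 4 SD below the library mean, with starting fluorescence not abnormally high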;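 also: negative B-score means reduced calcium response which marks RGS4 activation or potentiation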
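test system = M3R-expressing HEK293 line, RGS4 induced by doxycycline | probe or stimulus = carbachol at ECmax as muscarinic agonist stimulus | timing = dye loading 30 min 37 °C, buffer rest 30 min RT | signal = calcium dye Fluo4 fluorescence | evaluation = B score from integrated fluorescence ratio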
RGS4 inh: human RGS4 inhibition; 0.45% of 310,000 active; HEK293 M3R/RGS4 inducible, Fluo-4 calcium flux; stronger effect = higher value; triggered by carbachol at its EC20; B-score at 10 µM; AID 463165;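 active = B-score, a plate-corrected calcium signal, over three deviations above library mean, with baseline fluorescence within five deviations of library mean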;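 also: RGS4 expression induced by doxycycline in cells with stable M3 receptor; B-score is computed from the integrated fluorescence ratio over baseline after carbachol; higher B-score means a larger calcium signal and so more RGS4 inhibition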
Target sequence (P49798 whole entry, looked up): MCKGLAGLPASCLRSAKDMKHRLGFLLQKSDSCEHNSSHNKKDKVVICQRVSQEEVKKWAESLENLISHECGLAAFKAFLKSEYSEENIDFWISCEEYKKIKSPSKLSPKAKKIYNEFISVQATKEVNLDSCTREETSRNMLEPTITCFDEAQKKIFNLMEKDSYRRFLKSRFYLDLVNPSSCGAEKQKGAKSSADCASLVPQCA
MrgX1 antagonist: human MrgX1 receptor antagonism, primary screen | Q96LB2 | MRGX1-HEK293 calcium flux, Fluo-4, BAM8-22 antagonism; stronger effect = lower value | B-score at 10 µM | 1.3% of 310,000 active | AID 588676;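 active = calcium-response B-score plate-corrected more than 3 library SD below zero, starting fluorescence within 5 deviations, no agonist response on first addition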;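 also: peak minus trough fluorescence over baseline after final BAM8-22 challenge near maximal dose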
Target sequence (Q96LB2 whole entry, looked up): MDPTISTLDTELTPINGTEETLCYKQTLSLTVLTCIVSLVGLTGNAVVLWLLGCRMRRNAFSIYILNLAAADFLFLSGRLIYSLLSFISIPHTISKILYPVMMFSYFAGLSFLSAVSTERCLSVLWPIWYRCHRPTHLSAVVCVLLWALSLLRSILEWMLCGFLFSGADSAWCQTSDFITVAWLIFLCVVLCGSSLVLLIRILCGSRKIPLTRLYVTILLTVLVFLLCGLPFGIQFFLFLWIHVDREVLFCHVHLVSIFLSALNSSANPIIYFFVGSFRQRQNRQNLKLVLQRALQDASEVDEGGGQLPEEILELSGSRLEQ
TRPC6 act: activators of mouse TRPC6 channel; Q61143; AID 2550; B-score at 10 µM; 0.13% of 310,000 active; HEK293-TRPC6 membrane potential dye fluorescence; stronger effect = higher value;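 active = B-score of the integrated fluorescence ratio above library mean plus 3 SD, and starting fluorescence ratio within library mean plus 5 SD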;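 also: higher score means more depolarization so channel activation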
MrgX1 PAM: allosterically activates human MrgX1 receptor signaling. MrgX1-HEK293, Fluo-4 calcium flux, FDSS; stronger effect = higher value. B-score at 10 µM. 0.63% of 310,000 active. AID 588675;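 active = plate-corrected calcium response at least 3 library SD above typical, normal starting fluorescence, not activating the receptor alone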;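 also: compound read alongside a low EC10 to EC30 dose of BAM8-22 agonist; peak minus trough fluorescence over baseline measured at the second addition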
HDAC3 inhib: human HDAC3 inhibition. 0.15% of 320,000 active. recombinant HDAC3, fluorogenic peptide/trypsin coupled, fluorescence. O15379. inhibition, % at 8.3 µM. AID 2718; in the data active = inhibition above about 26%, passing the limit was not always enough
Target sequence (O15379 whole entry, looked up): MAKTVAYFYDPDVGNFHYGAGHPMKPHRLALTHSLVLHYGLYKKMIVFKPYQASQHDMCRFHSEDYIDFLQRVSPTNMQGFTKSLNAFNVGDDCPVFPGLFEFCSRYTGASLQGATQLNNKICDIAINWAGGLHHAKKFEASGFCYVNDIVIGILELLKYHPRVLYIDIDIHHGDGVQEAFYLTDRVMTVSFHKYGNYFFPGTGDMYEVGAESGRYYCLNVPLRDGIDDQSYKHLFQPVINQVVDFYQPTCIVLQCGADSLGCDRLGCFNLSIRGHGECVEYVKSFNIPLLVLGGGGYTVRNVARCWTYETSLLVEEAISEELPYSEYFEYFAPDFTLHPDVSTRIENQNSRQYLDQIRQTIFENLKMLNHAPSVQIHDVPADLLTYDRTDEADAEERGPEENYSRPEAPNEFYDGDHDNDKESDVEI
ANO1 block: blocks the mouse calcium-activated chloride channel TMEM16A. HEK293 TMEM16A/YFP iodide influx fluorescence, ionomycin. normalized B-score (activity score, 25-100; higher = stronger inhibition) at 10 µM. 1.2% of 310,000 active. Q8BHY3;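 active = ratio plate-corrected score three or more library SD toward inhibition, starting fluorescence score within five deviations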;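 also: score derived from kinetic fluorescence span divided by baseline fluorescence per well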
MrgX1 agonist: activates human MrgX1 receptor signaling; Q96LB2; MrgX1-HEK293 cells, Fluo-4 calcium fluorescence, agonist mode; stronger effect = higher value; B-score at 10 µM; 0.44% of 310,000 active;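 active = calcium response B-score plate-corrected fluorescence ratio at least 3 library SD, with starting fluorescence B-score inside 5 SD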
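Test system: HEK293 cells stably expressing human MrgX1 receptor; Input: fifteen thousand cells per well; Dosing: compound delivered in addition one of three; Schedule: overnight seeding, then 1 h dark dye loading; Technique: Fluo-4 NW calcium fluorescence; Measure: B-scored fluorescence response ratio; Controls: positive and negative controls per plate.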
TRPC6 inhibitor: inhibitors of mouse TRPC6 channel | Q61143 | HEK293-TRPC6, membrane potential dye, ACh-evoked depolarization; stronger effect = lower value | B-score at 10 µM | 1.1% of 310,000 active;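 active = B-score under library mean minus 3 SD, initial fluorescence not abnormally high, positive integrated signal ratio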;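 also: B-score derived from integrated fluorescence ratio over the kinetic read; more negative B-score means stronger inhibition of depolarization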
SKKanGAS inh: SKKanGAS growth inhibition; inhibition, % at 7.5 µM; AID 1662; S. pyogenes SKKanGAS, kanamycin growth, BacTiter-Glo, 6 h; 1.3% of 300,000 active;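 active = mean replicate score, as percent of positive control median, at least 50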;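 also: strain carries kanamycin resistance gene driven by streptokinase promoter and grows in 40 µg/ml kanamycin; loss of luminescence reflects streptokinase promoter inhibition or plain growth inhibition; 0% = median of DMSO wells and 100% = positive control at its reference dose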
Numbers without * were called inactive. No enrichment for hits; about 6.7% have a hit in one of these screens.

How did Cc1cc(C)cc(-n2nnnc2SCC(=O)N2CCOCC2)c1 do in these assays?
ANO1 activ: inactive; RGS4 act: inactive; RGS4 inh: inactive; MrgX1 antagonist: inactive; TRPC6 act: inactive; MrgX1 PAM: inactive; HDAC3 inhib: 5; ANO1 block: inactive; MrgX1 agonist: inactive; TRPC6 inhibitor: inactive; SKKanGAS inh: 7

Results for Cc1ccc2cc3c(NC(=O)C4CCCO4)nn(CC(C)C)c3nc2c1 (centres undefined) ?
ANO1 activ: inactive; RGS4 act: inactive; RGS4 inh: inactive; MrgX1 antagonist: inactive; TRPC6 act: inactive; MrgX1 PAM: inactive; HDAC3 inhib: -6; ANO1 block: inactive; MrgX1 agonist: inactive; TRPC6 inhibitor: inactive; SKKanGAS inh: 5

Results for O=C(NCCc1c[nH]c2ccccc12)/C(=C\c1ccco1)NC(=O)c1ccco1 ?
ANO1 activ: inactive; RGS4 act: inactive; RGS4 inh: inactive; MrgX1 antagonist: inactive; TRPC6 act: inactive; MrgX1 PAM: inactive; HDAC3 inhib: -10; ANO1 block: inactive; MrgX1 agonist: inactive; TRPC6 inhibitor: inactive; SKKanGAS inh: -3

Results for Cc1ccc(S(=O)(=O)NC(CC(C)C)C(=O)Oc2ccc3c4c(c(=O)oc3c2)CCC4)cc1 (centres undefined) ?
ANO1 activ: inactive; RGS4 act: -9.4*; RGS4 inh: inactive; MrgX1 antagonist: inactive; TRPC6 act: inactive; MrgX1 PAM: inactive; HDAC3 inhib: -20; ANO1 block: inactive; MrgX1 agonist: inactive; TRPC6 inhibitor: inactive; SKKanGAS inh: 10

Results for Cc1ccc(/C=N/NC(=O)c2csc3c2CCCC3)cc1 ?
ANO1 activ: inactive; RGS4 act: inactive; RGS4 inh: inactive; MrgX1 antagonist: inactive; TRPC6 act: inactive; MrgX1 PAM: inactive; HDAC3 inhib: -5; ANO1 block: inactive; MrgX1 agonist: inactive; TRPC6 inhibitor: inactive; SKKanGAS inh: -3

Results for CC(C)(C)NC(=O)C12CCC(C)(c3nc4ccccc4nc31)C2(C)C (centres undefined) ?
ANO1 activ: inactive; RGS4 act: inactive; RGS4 inh: inactive; MrgX1 antagonist: inactive; TRPC6 act: inactive; MrgX1 PAM: inactive; HDAC3 inhib: 15; ANO1 block: inactive; MrgX1 agonist: inactive; TRPC6 inhibitor: inactive; SKKanGAS inh: 4

How did Cc1ccccc1NC(=O)CCN1CCN(C)CC1 do in these assays?
ANO1 activ: inactive; RGS4 act: inactive; RGS4 inh: inactive; MrgX1 antagonist: inactive; TRPC6 act: inactive; MrgX1 PAM: inactive; HDAC3 inhib: -2; ANO1 block: inactive; MrgX1 agonist: inactive; TRPC6 inhibitor: inactive; SKKanGAS inh: -4

Results for C=CCn1c(N2CCOCC2)nc2c1c(=O)[nH]c(=O)n2C ?
ANO1 activ: inactive; RGS4 act: inactive; RGS4 inh: inactive; MrgX1 antagonist: inactive; TRPC6 act: inactive; MrgX1 PAM: inactive; HDAC3 inhib: -2; ANO1 block: inactive; MrgX1 agonist: inactive; TRPC6 inhibitor: inactive; SKKanGAS inh: -3

How did CCOC(=O)c1cnn(-c2nc(-c3ccccc3F)cs2)c1C(F)(F)F do in these assays?
ANO1 activ: inactive; RGS4 act: inactive; RGS4 inh: inactive; MrgX1 antagonist: inactive; TRPC6 act: inactive; MrgX1 PAM: inactive; HDAC3 inhib: 1; ANO1 block: inactive; MrgX1 agonist: inactive; TRPC6 inhibitor: inactive; SKKanGAS inh: 52*

Results for COc1ccc(/C=N/NC(=O)CNC(=O)c2ccc(S(=O)(=O)N3CCCC3)cc2)c(OC)c1 ?
ANO1 activ: inactive; RGS4 act: inactive; RGS4 inh: inactive; MrgX1 antagonist: inactive; TRPC6 act: inactive; MrgX1 PAM: inactive; HDAC3 inhib: 2; ANO1 block: inactive; MrgX1 agonist: inactive; TRPC6 inhibitor: inactive; SKKanGAS inh: -2

What do the screens show for `CCOC(=O)C1=C(c2ccccc2)NC(=O)NC1c1cccc(OC)c1OC` (centres undefined)?
ANO1 activ: inactive; RGS4 act: inactive; RGS4 inh: inactive; MrgX1 antagonist: inactive; TRPC6 act: inactive; MrgX1 PAM: inactive; HDAC3 inhib: 3; ANO1 block: inactive; MrgX1 agonist: inactive; TRPC6 inhibitor: inactive; SKKanGAS inh: -4

How did O=C(CCc1nc2ccccc2[nH]1)N1CCN(C(=O)c2ccco2)CC1 do in these assays?
ANO1 activ: inactive; RGS4 act: inactive; RGS4 inh: inactive; MrgX1 antagonist: inactive; TRPC6 act: inactive; MrgX1 PAM: inactive; HDAC3 inhib: -4; ANO1 block: inactive; MrgX1 agonist: inactive; TRPC6 inhibitor: inactive; SKKanGAS inh: 0

Results for CCN(Cc1ccncc1)C(=O)c1cc(Br)cc(Br)c1O ?
ANO1 activ: inactive; RGS4 act: inactive; RGS4 inh: inactive; MrgX1 antagonist: inactive; TRPC6 act: inactive; MrgX1 PAM: inactive; HDAC3 inhib: 1; ANO1 block: inactive; MrgX1 agonist: inactive; TRPC6 inhibitor: inactive; SKKanGAS inh: -4

How did CCCNC(=O)CN1C(=O)c2ccccc2Sc2ncccc21 do in these assays?
ANO1 activ: inactive; RGS4 act: inactive; RGS4 inh: inactive; MrgX1 antagonist: inactive; TRPC6 act: inactive; MrgX1 PAM: inactive; HDAC3 inhib: -13; ANO1 block: inactive; MrgX1 agonist: inactive; TRPC6 inhibitor: inactive; SKKanGAS inh: 2

How did O=C(CCc1ccccc1)Nc1ccc(S(=O)(=O)Nc2nccs2)cc1 do in these assays?
ANO1 activ: inactive; RGS4 act: inactive; RGS4 inh: inactive; MrgX1 antagonist: inactive; TRPC6 act: inactive; MrgX1 PAM: inactive; HDAC3 inhib: 8; ANO1 block: inactive; MrgX1 agonist: inactive; TRPC6 inhibitor: inactive; SKKanGAS inh: 0

Results for O=[n+]1c2c(n([O-])c3cc(F)ccc31)CCCC2 ?
ANO1 activ: inactive; RGS4 act: inactive; RGS4 inh: inactive; MrgX1 antagonist: inactive; TRPC6 act: inactive; MrgX1 PAM: inactive; HDAC3 inhib: -2; ANO1 block: inactive; MrgX1 agonist: inactive; TRPC6 inhibitor: inactive; SKKanGAS inh: 1

Results for Cc1onc(-c2c(F)cccc2Cl)c1C(=O)c1ccccc1O ?
ANO1 activ: inactive; RGS4 act: inactive; RGS4 inh: inactive; MrgX1 antagonist: inactive; TRPC6 act: inactive; MrgX1 PAM: inactive; HDAC3 inhib: 9; ANO1 block: inactive; MrgX1 agonist: inactive; TRPC6 inhibitor: inactive; SKKanGAS inh: -7

What do the screens show for `O=C(CN1CCOCC1)c1c[nH]c2ccccc12`?
ANO1 activ: inactive; RGS4 act: inactive; RGS4 inh: inactive; MrgX1 antagonist: inactive; TRPC6 act: inactive; MrgX1 PAM: inactive; HDAC3 inhib: 2; ANO1 block: inactive; MrgX1 agonist: inactive; TRPC6 inhibitor: inactive; SKKanGAS inh: -6

What do the screens show for `O=C(Nc1ccc2c(c1)OCO2)c1ccc(Br)s1`?
ANO1 activ: inactive; RGS4 act: inactive; RGS4 inh: inactive; MrgX1 antagonist: inactive; TRPC6 act: inactive; MrgX1 PAM: inactive; HDAC3 inhib: 2; ANO1 block: inactive; MrgX1 agonist: inactive; TRPC6 inhibitor: inactive; SKKanGAS inh: 1

How did Cc1cc(C)cc(N(C(=O)C(F)(F)F)C(C(=O)NC2CCCCC2)c2cccs2)c1 (centres undefined) do in these assays?
ANO1 activ: inactive; RGS4 act: inactive; RGS4 inh: inactive; MrgX1 antagonist: inactive; TRPC6 act: inactive; MrgX1 PAM: inactive; HDAC3 inhib: -4; ANO1 block: inactive; MrgX1 agonist: inactive; TRPC6 inhibitor: inactive; SKKanGAS inh: -8

How did CCc1cc(=O)oc2c(C)c(OC(C)C(=O)N3CCC[C@@H]3C(=O)O)ccc12 (some centres undefined) do in these assays?
ANO1 activ: inactive; RGS4 act: inactive; RGS4 inh: inactive; MrgX1 antagonist: inactive; TRPC6 act: inactive; MrgX1 PAM: inactive; HDAC3 inhib: -15; ANO1 block: inactive; MrgX1 agonist: inactive; TRPC6 inhibitor: inactive; SKKanGAS inh: -1

Results for Cn1cnc(S(=O)(=O)Nc2cc(C(F)(F)F)ccc2N2CCOCC2)c1 ?
ANO1 activ: inactive; RGS4 act: inactive; RGS4 inh: inactive; MrgX1 antagonist: inactive; TRPC6 act: inactive; MrgX1 PAM: inactive; HDAC3 inhib: -1; ANO1 block: inactive; MrgX1 agonist: inactive; TRPC6 inhibitor: inactive; SKKanGAS inh: -3

What do the screens show for `CCCCN1CN(S(=O)(=O)c2ccc(OC)cc2)c2nc3ccccc3nc21`?
ANO1 activ: inactive; RGS4 act: inactive; RGS4 inh: inactive; MrgX1 antagonist: inactive; TRPC6 act: inactive; MrgX1 PAM: inactive; HDAC3 inhib: -1; ANO1 block: inactive; MrgX1 agonist: inactive; TRPC6 inhibitor: inactive; SKKanGAS inh: 27

How did Cc1ccc(S(=O)(=O)c2nc(-c3cccs3)oc2SCC(N)=O)cc1 do in these assays?
ANO1 activ: inactive; RGS4 act: inactive; RGS4 inh: inactive; MrgX1 antagonist: -7.1*; TRPC6 act: inactive; MrgX1 PAM: inactive; HDAC3 inhib: 4; ANO1 block: inactive; MrgX1 agonist: inactive; TRPC6 inhibitor: inactive; SKKanGAS inh: -2

How did O=C(CN(C(=O)c1csnn1)c1cccc2c1CCCC2)NCc1ccc(F)cc1 do in these assays?
ANO1 activ: inactive; RGS4 act: inactive; RGS4 inh: inactive; MrgX1 antagonist: inactive; TRPC6 act: inactive; MrgX1 PAM: inactive; HDAC3 inhib: 2; ANO1 block: inactive; MrgX1 agonist: inactive; TRPC6 inhibitor: inactive; SKKanGAS inh: -4

How did O=C(COC(=O)CCOc1ccccc1)NCCC1=CCCCC1 do in these assays?
ANO1 activ: inactive; RGS4 act: inactive; RGS4 inh: inactive; MrgX1 antagonist: inactive; TRPC6 act: inactive; MrgX1 PAM: inactive; HDAC3 inhib: 3; ANO1 block: inactive; MrgX1 agonist: inactive; TRPC6 inhibitor: inactive; SKKanGAS inh: -7

How did NC(=O)C1CCN(C(=O)c2ccc(OCC(=O)Nc3cccc(C(F)(F)F)c3)cc2)CC1 do in these assays?
ANO1 activ: inactive; RGS4 act: inactive; RGS4 inh: inactive; MrgX1 antagonist: inactive; TRPC6 act: inactive; MrgX1 PAM: inactive; HDAC3 inhib: -2; ANO1 block: inactive; MrgX1 agonist: inactive; TRPC6 inhibitor: inactive; SKKanGAS inh: -1
